Compound activity (PubChem)
PTHR1 ag: PTHR1 (human) receptor agonism | Q03431 | HEK293 GP2 PTHR1 cells, GloSensor cAMP luminescence, 1 h | Potency, µM (top dose mostly 115 µM), inactives show at the top dose activation, usual class: activators | 410,000 tested, 0.075% active | AID 743266; note: potency is the fitted concentration of half-maximal effect; nearly all actives have a fitted effect of over 55% in size; some results filed as inactive show a strong effect at the top dose; inactives centre near -15; many of its hits are not listed in these tables
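HEK-293-derived GP2 cells expressing PTHR1 and a GloSensor cAMP reporter, 3,000/well, plated overnight, given luciferin plus IBMX (each 0.5 mM as added) for 1 h at 37 °C, then compound for 1 h at 37 °C. Luminescence was read after 15 min at room temperature.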
EPAC2 agonist: EPAC2 (human) agonism. Q8WZA2. EPAC2 activation, biochemical qHTS; response scale: 100% = 6.5 mM cAMP response. Potency, µM (highest dose often 154 µM), for the others: at the top dose activation, most hits filed as activators. 360,000 tested, 0.079% active; note: potency is the fitted concentration of half-maximal effect; nearly all actives have a fitted effect of over 50% in size
Target sequence (Q8WZA2 whole entry, looked up): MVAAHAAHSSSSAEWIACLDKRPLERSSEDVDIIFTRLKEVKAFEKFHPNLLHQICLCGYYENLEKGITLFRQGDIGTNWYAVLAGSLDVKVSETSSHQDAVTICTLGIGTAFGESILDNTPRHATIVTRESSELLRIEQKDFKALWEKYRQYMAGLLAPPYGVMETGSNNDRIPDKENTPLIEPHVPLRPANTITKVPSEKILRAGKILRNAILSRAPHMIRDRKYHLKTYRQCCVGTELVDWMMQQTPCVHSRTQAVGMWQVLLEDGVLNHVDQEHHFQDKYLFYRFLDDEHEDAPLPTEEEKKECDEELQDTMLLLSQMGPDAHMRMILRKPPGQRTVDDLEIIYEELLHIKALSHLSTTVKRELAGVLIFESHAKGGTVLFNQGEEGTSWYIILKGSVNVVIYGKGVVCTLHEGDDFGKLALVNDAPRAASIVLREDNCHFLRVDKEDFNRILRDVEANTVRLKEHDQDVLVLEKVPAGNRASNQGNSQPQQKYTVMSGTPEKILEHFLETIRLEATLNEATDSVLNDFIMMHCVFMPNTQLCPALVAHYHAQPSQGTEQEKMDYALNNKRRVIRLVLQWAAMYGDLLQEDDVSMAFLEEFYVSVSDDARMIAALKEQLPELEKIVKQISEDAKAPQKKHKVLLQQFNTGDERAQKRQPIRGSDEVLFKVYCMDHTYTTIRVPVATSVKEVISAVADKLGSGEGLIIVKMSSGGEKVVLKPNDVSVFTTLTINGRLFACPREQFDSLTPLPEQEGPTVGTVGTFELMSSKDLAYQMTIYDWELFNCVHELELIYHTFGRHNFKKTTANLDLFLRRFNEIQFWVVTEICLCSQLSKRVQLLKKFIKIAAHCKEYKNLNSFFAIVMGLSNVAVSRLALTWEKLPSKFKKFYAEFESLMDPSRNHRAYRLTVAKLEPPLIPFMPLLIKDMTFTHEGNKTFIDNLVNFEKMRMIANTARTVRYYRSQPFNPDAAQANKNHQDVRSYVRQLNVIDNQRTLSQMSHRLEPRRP
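Fluorescence exchange assay: 100 nM EPAC2 with 250 nM RAP1B-BODIPY-GDP and 50 uM GDP; compounds tested as a concentration-titration series (qHTS). Loss of Rap1-bound BODIPY-GDP fluorescence read at 480/540 nm; data normalized to 6.5 mM cAMP.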
Mm-Cpn inhibitor: M. maripaludis TRiC chaperonin inhibition. purified Mm-Cpn ATPase, ADP Transcreener TR-FRET. AID 504842. 330,000 tested, 0.031% active. Potency, µM (series often up to 76.9 µM), without a hit: at the top dose activity, negative = inhibition, most hits filed as inhibitors; note: potency is the fitted concentration of half-maximal effect; % is set by controls: 0 for no effect and ±100 for the full control effect; nearly all actives have a fitted effect of over 80% in size
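Inhibition of chaperonin ATP hydrolysis is measured as reduced ADP production, detected by competitive TR-FRET in which signal falls with ADP. Final enzyme 25 nM and ATP 10 uM, reacted 30 min at 37°C.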
D3 ag: D3 dopamine receptor (human) agonism; max activation, %; D3R DiscoveRx beta-arrestin cells, luminescence, 90 min; P35462; AID 652048; 410,000 tested, 0.58% active; in the data active = max activation above about 30%; note: 0% is about no effect; mostly tested at two doses, the higher about 12 µM
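Agonist mode: compounds and dopamine controls were applied to plated cells for 90 min at 37 degrees C after an overnight attachment at 1500 cells/well. Luminescent read-out followed 30 - 60 minutes at room temperature with DiscoveRx detection reagent.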
DRD3 antagonist: blocks the human D3 dopamine receptor. max response, negative = inhibition, %. D3R cells, DiscoveRx beta-arrestin luminescence, antagonist mode; hits give low values. 360,000 tested, 2.5% active. P35462; in the data active = max response below about -50%; inconclusive = no clear call, values can overlap the other calls; note: % is set by controls: 0 for no effect and ±100 for the full control effect; mostly tested at two doses, the higher about 12 µM
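Cells plated overnight at 1500 cells/well, then exposed to library compounds with dopamine controls for 90 minutes at 37 degrees C. DiscoveRx reagent added for 30–60 minutes at room temperature; luminescence read, quantitative HTS format.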
CCT modulator: modulators of cytosolic chaperonin (CCT/TRiC) activity; activity change, % (test concentration not listed), hits read low; purified chaperonin ATPase assay, HTRF ADP detection, 30 min; 360,000 tested, 0.3% active; AID 651819; in the data active = activity change below about -30%; note: % is set by controls: 0 for no effect and ±100 for the full control effect
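Enzyme 40 or 20 nM (batch-dependent) in Tris pH 7.4/KCl/MgCl2/DTT; cpd 76 uM single point; ATP 10 uM; 30 min 37 °C; Transcreener ADP HTRF detection, 30 min RT; ratio 665/615.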
pAkt inh: Akt phosphorylation inhibition; 360,000 tested, 0.32% active; Neuro2A IGF-stimulated pAkt S473 HTRF, 20 min; hits give low values; activity change, % for hits at 50 µM; in the data active = activity change below about -80%; inconclusive = mostly about -51% to -80%; note: % is set by controls: 0 for no effect and ±100 for the full control effect
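Single-point screen (50 µM final compound) in Neuro2A cells stimulated 20 min with 6 nM IGF at 37 deg C. After lysis, Ser473-phosphorylated Akt read by HTRF (ex 330 nm, em 615/665 nm) as the 665/615 ratio.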
EPAC2 antag: antagonists of human EPAC2; 360,000 tested, 0.18% active; EPAC2 GEF exchange of Rap1B-BODIPY-GDP, fluorescence; Potency, µM (doses to about 114 µM), for the others: at the top dose activity, negative = inhibition, actives largely listed as inhibitors; Q8WZA2; note: potency is the fitted concentration of half-maximal effect; % is set by controls: 0 for no effect and ±100 for the full control effect; nearly all actives have a fitted effect of over 45% in size; many of its hits are not listed in these tables
Numbers without * were called inactive; i = inactive; ? = inconclusive; . = no result given; [ ] = remark or other dose. Unless noted, calls come from the whole dose curve; as a rule, active = well fitted curve in the direction sought with a large enough effect; inconclusive = small, poorly fitted or top-dose-only effect, or another doubt; inactive = no such curve, though single readings can be large; an effect the other way counts as inactive or inconclusive.

SMILES | PTHR1 ag | EPAC2 agonist | Mm-Cpn inhibitor | D3 ag | DRD3 antagonist | CCT modulator | pAkt inh | EPAC2 antag
CC(OC(=O)c1n[nH]c2ccccc12)C(=O)Nc1ccccc1[N+](=O)[O-] (centres undefined) | -16.2% | -6.5% | -1.0% | 4.5 | 20.9 | 1.9 | i | -8.1%
O=C(OCc1ccccc1)N1CCC2CC1c1ccc(-c3ccc4c(c3)OCO4)cc12 (centres undefined) | -23.8% | 2.4% | . | 0.6 | -78.9* | 0.3 | i | 6.3%
O=C(Cn1[nH]c(=O)c2ccccc2c1=O)OCC(=O)c1ccc(Br)cc1 | i | 4.6% | 0.0% | 2.3 | -6.9 | -1.2 | i | 0.0%
O=C(COc1ccc2c(-c3ccccc3)cc(=O)oc2c1)NC1CCS(=O)(=O)C1 (centres undefined) | i | 11.8% | 3.1% | 3.2 | 1.1 | -1.0 | i | -17.2%
C=CCC[C@@H](Cc1ccc(F)cc1)C(=O)OC[C@@H](Cc1c[nH]c2ccccc12)NC(=O)[C@@H](CC=C)CC(=O)N[C@@H](CO)Cc1ccccc1 | i | -0.3% | -0.6% | -0.3 | -11.2 | -1.0 | i | 4.0%
O=C(Cn1cnc2cc([N+](=O)[O-])ccc2c1=O)NCCc1ccc(Cl)cc1 | -48.2%[inhibitor] | 7.1% | 0.2% | 5.2 | -5.3 | -1.7 | i | 20.0%
O=C(Nc1ccc(Cl)cc1C(F)(F)F)C(Sc1nnc(-c2cccs2)o1)c1ccccc1 (centres undefined) | i | 9.9% | -0.1% | -3.9 | 0.0 | -3.0 | i | -15.1%
Cc1cccc(NC(=O)COC(=O)c2ccc([N+](=O)[O-])o2)c1C | -40.8%[inhibitor] | -6.2% | 0.8% | 2.7 | 3.8 | 4.6 | i | -1.9%
COC(=O)Nc1ccc2c(c1)OCO2 | -12.7%[57.5 µM] | -0.2% | 0.3% | -1.3 | 6.0 | -2.3 | i | -3.2%
Cc1cnc(C(=O)OCC(=O)Nc2ccc(C)c(S(=O)(=O)N3CCCCCC3)c2)cn1 | i | -4.1% | -3.1% | 1.1 | -3.5 | -5.2 | i | -11.6%
COCCCN(Cc1ccco1)C(=O)Cn1ncc2c([nH]c3ccccc32)c1=O | -20.1% | 7.2% | 0.6% | -12.0 | 28.7 | 0.5 | i | 9.6%
CCCCC(c1nc2ccccc2[nH]1)n1c(-c2ccccc2)nc2cc(C)c(C)cc21 (centres undefined) | -6.3% | -3.3% | . | 0.3 | ? | -1.3 | i | 2.5%
O=C(NCCC1=CCCCC1)C1CCCN(c2nc3ccccc3o2)C1 (centres undefined) | i | -15.3% | 1.2% | 8.4 | 12.3 | -0.9 | i | 0.9%
COc1ccc(C(=O)Nc2cc(C)cc(C)c2)cc1S(=O)(=O)N1CCOCC1 | -16.8%[57.5 µM] | -2.1% | 0.5% | 5.8 | 17.5 | -2.4 | i | 4.6%
CCc1nc(N2CCN(C(=O)c3ccccc3)CC2)c2c3c(sc2n1)CCCC3 | i | 18.9% | 0.1% | -20.3 | 8.2 | 0.7 | i | -4.3%
CC(=NNc1nc2ccccc2o1)c1cc2ccccc2cn1 | -11.6% | 14.5% | . | 18.1 | 27.7 | -2.1 | i | -3.4%
N=C1/C(=C\c2coc3ccccc3c2=O)C(=O)N=C2SC(c3ccncc3)=NN12 | -10.4% | 63.1µM* | 0.4% | -10.6 | ? | -0.5 | i | 28.4%
COc1ccccc1OCCSc1nc(N)cc(N)n1 | -1.7%[57.5 µM] | 7.0% | -0.1% | -0.1 | 5.4 | 0.7 | i | 1.2%
Cc1cc(NC(=O)CSc2nnc(COc3ccccc3)n2Cc2ccco2)no1 | i | 1.1% | -1.3% | 12.0 | 5.6 | 0.4 | i | 0.4%
COCCn1c(SCC(=O)N2CCCC2=O)nc2sc(C)c(C)c2c1=O | -8.0% | 2.5% | 1.1% | 4.3 | -4.4 | -1.2 | i | -11.3%
Cc1cc(C)c(C)c(OCC(=O)N2CCCCCC2)c1 | i | -3.4% | -0.7% | 0.4 | 12.4 | -1.8 | i | -2.0%
Cc1ccc(-c2[nH]nc3c2C(C)C(C#N)=C(N)O3)cc1 (centres undefined) | i | -2.3% | -3.4% | 2.9 | -14.5 | -0.9 | i | 1.4%
CC[C@]1(O)CC2CN(CCc3c([nH]c4ccccc34)[C@@](C(=O)OC)(c3cc4c(cc3OC)N(C=O)[C@H]3[C@@](O)(C(=O)OC)[C@H](OC(C)=O)[C@]5(CC)C=CCN6CC[C@]43[C@@H]65)C2)C1 (some centres undefined) | -6.8% | 0.3% | -1.8% | -34.5 | 0.0 | -1.9 | i | -5.4%
CCOC(=O)/C(=C/c1ccc(N2CCC(c3ccccc3)=N2)cc1)C(C)=O | -45.4%[inhibitor] | 100µM* | -3.9% | -3.8 | -8.2 | 2.3 | i | 202.5%[activator]
N#Cc1ccc(OCC(O)CN2CCN(C(c3ccccc3)c3ccccc3)CC2)cc1 (centres undefined) | i | 18.4% | -0.5% | -24.2 | -54.1* | 0.5 | i | -6.8%
Cn1ccnc1CC(C)(O)c1ccccc1 (centres undefined) | i | 3.0% | . | 3.5 | 5.1 | 0.4 | i | 4.5%
C[C@H]1CN([C@@H](C)CO)C(=O)CCCn2cc(nn2)CO[C@@H]1CN(C)C(=O)Nc1ccnc(N2CCOCC2)c1 | -14.6% | 6.0% | . | 4.7 | 10.8 | -1.9 | i | -13.0%
Cc1ccc(Cl)c(OCC(=O)Nc2cc(S(=O)(=O)N3CCOCC3)ccc2N2CCCC2)c1 | -18.8% | 2.4% | -4.5% | -1.4 | -15.7 | 0.5 | i | -0.4%
NS(=O)(=O)c1ccc(CCNc2nc3c(-c4cccc(F)c4)nnn3c3ccccc23)cc1 | -9.5% | 3.3% | -1.2% | 15.5 | 44.4 | -2.0 | i | 3.1%
Cn1nc(C(C)(C)C)cc1C(=O)NCc1cc(F)cc2c1OCOC2 | -51.3%[inhibitor] | -4.1% | -2.6% | 23.5 | 23.9 | 1.4 | i | 6.0%
Cc1ccc(S(=O)(=O)N/N=C2\C(=O)C3(C)CCC2C3(C)C)cc1 (centres undefined) | i | 1.2% | -7.1% | -1.4 | -8.4 | -2.7 | i | 3.3%
Cc1cccc(/C=C/C(=O)c2cc(Br)ccc(=O)c2O)c1 | -14.1%[57.5 µM] | 0.0%[15.6 µM] | -5.0% | -6.6 | -59.4* | 3.4 | . | 0.0%
Cc1ccc(NC(=O)CSc2nnc(-c3cc(C)on3)o2)cc1 | i | -5.7% | -0.4% | 4.1 | 6.9 | 0.4 | i | 1.2%
CCn1c(SCC(=O)c2ccccc2)nc2sc3c(c2c1=O)CCN(C)C3 | -2.0% | -4.0% | -9.9% | -23.0 | -1.9 | -1.1 | i | -4.5%
CCc1ccccc1NC(=S)N(CCN1CCCCCC1)Cc1ccco1 | i | 4.7% | -7.4% | -14.4 | -28.8 | -1.5 | i | -1.2%
CC(=O)NC1C(Oc2ccccc2C)OC2COC(c3ccco3)OC2C1O (centres undefined) | i | -0.6% | -0.2% | 0.1 | 23.8 | -3.0 | i | -2.6%
COCCn1c(CCC(=O)O)nc2c1c(=O)[nH]c(=O)n2CC(C)C | -33.9%[inhibitor] | -2.1% | 1.2% | 0.1 | -23.2 | -2.8 | i | -2.8%
Cc1nc(C(F)(F)F)ccc1C(=O)N1CCC1(C)C(=O)NS(=O)(=O)c1ccc(C#N)cc1 (centres undefined) | -20.1% | 10.7% | . | -10.4 | 0.0 | -1.2 | i | -8.4%
O=C(CC1C[C@H](C(=O)N2CCOCC2)[C@@]2(CCC3CCCC3)c3[nH]c4ccccc4c3CCN2C1=O)NCCc1ccccn1 (some centres undefined) | 9.5% | 6.2% | 1.6% | -0.8 | 51.9 | -2.1 | i | -14.2%
CNC(=S)Nc1ccc(OCc2ccccc2)cc1 | -9.7% | 10.1% | -0.5% | 4.7 | -23.8 | -1.4 | i | -5.4%
COc1ccc(NC(C)=O)c(C)c1 | 2.4% | 7.8% | -3.8% | 0.2 | 2.5 | -1.5 | i | 6.3%
NC(=O)c1ccc(-n2nnnc2Oc2ccccc2C(=O)N2CCOCC2)cc1 | -1.3% | 7.8% | 0.0% | -2.1 | 6.8 | -4.5 | i | 1.5%
COC(=O)c1cccc(NC(=O)CSc2nnc(COc3cccc(C)c3)n2C)c1 | -18.7%[57.5 µM] | 0.0%[15.6 µM] | -0.8% | -4.5 | -0.2 | 0.8 | . | 3.2%
CCOC(=O)CSc1cccc2cccnc12 | i | 6.3% | 0.2% | -10.0 | ? | -3.8 | i | -3.1%
N#CC1C(=O)NC(c2ccccc2)=CC1c1ccccc1 (centres undefined) | i | 6.8% | . | 13.8 | 4.2 | -1.4 | i | -4.8%
CSc1ncccc1C(=O)N1CCCC(N2CCN(c3ccccc3F)CC2)C1 (centres undefined) | -28.8% | 11.5% | -3.1% | 0.3 | -13.6 | -2.3 | i | -6.1%
COC(=O)c1sc(S(=O)(=O)NCc2cccs2)c(C(=O)OC)c1C | i | 6.0% | 3.8% | 7.4 | 9.0 | -2.3 | i | -1.4%
CCCC(C)C(=O)NCc1ccc2c(c1)OCO2 (centres undefined) | 5.5%[57.5 µM] | -84.9%[inhibitor] | -4.5% | 2.2 | -11.5 | -1.9 | i | 2.8%
COc1ccc(OC)c(NC(=O)c2cnc3n(c2=O)CCS3)c1 | i | 2.2% | 1.0% | 1.7 | -6.6 | -1.8 | i | -2.7%
Clc1ccc(-c2cnc3n2CCC3)cc1 | i | -6.0% | -1.4% | -8.8 | -13.8 | -0.2 | i | 11.3%
O=S(=O)(c1ccccc1C(F)(F)F)N1CCN(S(=O)(=O)c2ccccc2C(F)(F)F)CC1 | i | -3.2% | -1.9% | -1.8 | 6.3 | -0.9 | i | 6.2%
CC1(C)CC(=O)C=C(Nc2ccc(Cl)c(Br)c2)C1 | -37.7% | 7.4% | -4.9% | -9.3 | ? | -7.2 | i | -3.7%
COc1ccc(S(=O)(=O)N/N=C(/C)c2ccncc2)cc1 | ? | -1.6% | -0.3% | 1.5 | -6.0 | -0.4 | i | -3.3%

Not all compounds are listed. The share of hits here may be higher or lower than overall.
